LMNA splice mod – qHTS Assay for Modulators of Lamin A Splicing; actives 0.01% (n = 200,000); HeLa LMNA splicing GFP/RFP minigene ratio, 48 h; Potency, µM (doses to about 46.1 µM), inactives show at the top dose ratio change, negative = inhibition, actives largely listed as inhibitors; active = well fitted inhibition curve with a large enough effect in the signal ratio, with a control signal flat, not every such curve was filed as active; inconclusive = small, poorly fitted or top-dose-only effect, or effect the other way, or a change in a side signal; the % refers to the signal ratio; note: % is set by controls: 0 for no effect and ±100 for the full control effect
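S3 HeLa stable clones carrying a lamin A-EGFP splicing minigene plus DsRed2 were seeded at 600 cells/well in Opti-MEM with 2% FBS, pin-dosed and incubated 48 h at 37°C. Acumen cytometry (488 nm) gave the GFP/RFP total-intensity ratio.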
RECQ1 inh – qHTS Assay for Inhibitors of RecQ-Like Dna Helicase 1 (RECQ1); ATP-dependent DNA helicase Q1 (Homo sapiens), P46063; RECQ1 DNA unwinding, red fluorescence kinetic read; Potency, µM (doses to about 57.3 µM), for the others: at the highest dose activity, negative = inhibition, hits mostly inhibitors; actives 0.54% (n = 240,000); AID 2549, 2010;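 note: plate controls were vehicle for no effect and no enzyme for full effect; nearly all actives have a fitted effect of over 30% in size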
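50 nM RECQ1T1 preincubated 15 min with compound in Tris pH 8.0 buffer with MgCl2, DTT, Tween-20 and 2.5 ug/ml poly(dI-dC); started with 200 nM TAMRA/BHQ-2 forked duplex and 2 mM ATP. Unwinding read as fluorescence (525/598 nm), two reads 2 h apart.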
KDM4E inh – qHTS Assay for Inhibitors of Human Jumonji Domain Containing 2E (JMJD2E); JMJD2E catalytic domain, FDH-coupled NADH fluorescence (FDH is formaldehyde dehydrogenase); Potency, µM (titrated, usually from 57.1 µM), for the others: top-dose activity change, negative = inhibition, actives largely listed as inhibitors; Lysine-specific demethylase 4E (Homo sapiens), B2RXH2; AID 2147, 2009; actives 1.6% (n = 230,000); active = well fitted inhibition curve with a large enough effect, not every such curve was filed as active; inconclusive = small, poorly fitted or top-dose-only effect, or another doubt; inactive = no such curve, though single readings can be large or run the other way;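 note: 0% = wells with enzyme and -100% = buffer wells without enzyme; nearly all actives have a fitted effect of over 50% in size; many of its hits are not listed in these tables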
SMN2 splice enh – qHTS Assay for Enhancers of SMN2 Splice Variant Expression. HEK293 SMN2-luciferase splicing reporter, luminescence, 30-36 h. actives 2.8% (n = 210,000). AID 1458, 2008. Potency, µM (series often up to 46.1 µM), for the others: at the top dose activity change, positive = activation, most hits filed as activators; note: % of control where 0% means no effect; nearly all actives have a fitted effect of over 55% in size
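HEK293 cells carry an SMN2 […]–luciferase reporter in which exon 7 inclusion puts luciferase in frame. Cells were plated 10-12 h before compound addition, then incubated 30-36 h at 37C. ONE-Glo luminescence was read; sodium butyrate at 4.5 mM final served as control.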
ALDH1A1 block – qHTS Assay for Inhibitors of Aldehyde Dehydrogenase 1 (ALDH1A1) | actives 7.3% (n = 220,000) | Purified ALDH1A1, NADH fluorescence, propionaldehyde substrate | Potency, µM (top dose mostly 75.3 µM), without a hit: at the top dose activity, negative = inhibition, usual class: inhibitors; active = well fitted inhibition curve with a large enough effect, not every such curve was filed as active; inconclusive = small, poorly fitted or top-dose-only effect, or another doubt; inactive = no such curve, though single readings can be large or run the other way;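 note: plate controls were no enzyme wells and a reference inhibitor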
Target sequence (P00352 whole entry, looked up): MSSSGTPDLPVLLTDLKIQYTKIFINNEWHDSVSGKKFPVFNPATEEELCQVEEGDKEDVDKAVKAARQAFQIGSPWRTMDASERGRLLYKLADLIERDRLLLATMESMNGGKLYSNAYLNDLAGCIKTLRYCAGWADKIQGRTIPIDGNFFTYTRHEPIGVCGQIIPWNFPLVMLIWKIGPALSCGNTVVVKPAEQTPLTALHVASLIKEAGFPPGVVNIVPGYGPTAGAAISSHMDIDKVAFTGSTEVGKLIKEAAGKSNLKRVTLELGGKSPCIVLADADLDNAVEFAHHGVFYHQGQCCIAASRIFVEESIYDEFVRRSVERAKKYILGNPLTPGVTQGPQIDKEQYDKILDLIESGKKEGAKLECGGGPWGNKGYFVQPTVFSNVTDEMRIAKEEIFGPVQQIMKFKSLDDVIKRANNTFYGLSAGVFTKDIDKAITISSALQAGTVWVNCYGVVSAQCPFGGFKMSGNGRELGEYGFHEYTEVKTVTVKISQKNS
RGS12 GoLoco inh – qHTS Assay for Inhibitors of RGS12 GoLoco Motif Activity (Red Fluorophore); actives 0.44% (n = 230,000); Potency, µM (doses to about 61.6 µM), inactives show at the top dose activity, negative = inhibition, actives largely listed as inhibitors; Gai1:RGS12 GoLoco peptide FP, rhodamine, 10 min; AID 880, 2007; Guanine nucleotide-binding protein G(i) subunit alpha-1 (Homo sapiens), P63096; active = well fitted inhibition curve with a large enough effect, not every such curve was filed as active; inactive = no such curve, though single readings can be large or run the other way; note: % is set by controls: 0 for no effect and ±100 for the full control effect; nearly all actives have a fitted effect of over 30% in size; many of its hits are not listed in these tables
TRb-SRC2 inh – qHTS for Inhibitors of the Interaction of Thyroid Hormone Receptor and Steroid Receptor Coregulator 2; Thyroid hormone receptor beta (Homo sapiens), P10828; TRbeta-SRC2 peptide binding, fluorescence polarization; receptor liganded with 1 µM T3; Potency, µM (highest dose often 106 µM), without a hit: at the top dose activity change, negative = inhibition, hits mostly inhibitors; actives 0.065% (n = 280,000); AID 1469, 2008;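 note: plate controls were bound peptide for no effect and peptide without receptor for full effect; nearly all actives have a fitted effect of over 50% in size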
Target sequence (P10828 whole entry, looked up): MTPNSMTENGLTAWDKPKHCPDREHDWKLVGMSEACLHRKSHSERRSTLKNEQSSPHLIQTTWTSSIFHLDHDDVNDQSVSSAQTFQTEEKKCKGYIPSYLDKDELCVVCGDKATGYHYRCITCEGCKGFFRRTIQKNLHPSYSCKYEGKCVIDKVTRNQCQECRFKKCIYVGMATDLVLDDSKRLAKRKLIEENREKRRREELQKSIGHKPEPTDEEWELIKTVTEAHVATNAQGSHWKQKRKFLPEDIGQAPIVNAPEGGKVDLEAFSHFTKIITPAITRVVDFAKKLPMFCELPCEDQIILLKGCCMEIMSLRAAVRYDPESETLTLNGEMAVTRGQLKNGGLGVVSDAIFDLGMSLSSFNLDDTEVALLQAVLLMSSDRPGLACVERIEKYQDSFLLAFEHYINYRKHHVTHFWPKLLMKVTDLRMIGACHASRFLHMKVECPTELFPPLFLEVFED
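A fluorescence polarization screen tested compounds at multiple concentrations against complex formation between 0.6 uM TRb ligand-binding domain and 20 nM Texas Red SRC2 peptide, with 1 uM T3 present; readout after 5 hr.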
TR SRC2 fluor cs – Total Fluorescence Counterscreen for Inhibitors of the Interaction of Thyroid Hormone Receptor and Steroid Receptor Coregulator 2 | TRb/SRC2 Texas Red total fluorescence interference | Potency, µM (top dose mostly 106 µM), inactives show at the highest dose fluorescence change, negative = quenching | actives 0.29% (n = 280,000) | AID 1479, 2009; active = well fitted curve in either direction with a large enough effect; inconclusive = small, poorly fitted or top-dose-only effect; note: % is set by controls: 0 for no effect and ±100 for the full control effect
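Flags fluorescent or light-absorbing compounds by total fluorescence, S + 2P, at 555 nm excitation and 632 nm emission. Mixture: 20 nM Texas Red SRC2 peptide, 0.6 uM human TRb LBD, 1 uM T3, 5% DMSO; compound exposure 5 h at ambient temperature.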
* hit, by the source's call; i = inactive; u = inconclusive; x = not tested or not shown; & = joins results of further samples; [ ] = dose if it differs, or a comment. Unless noted, calls come from the whole dose curve; as a rule, active = well fitted curve in the direction sought with a large enough effect; inconclusive = small, poorly fitted or top-dose-only effect, or another doubt; inactive = no such curve, though single readings can be large; an effect the other way counts as inactive or inconclusive. Potency is the fitted concentration of half-maximal effect. An excerpt; rates above refer to the full screens.

SMILES	LMNA splice mod	RECQ1 inh	KDM4E inh	SMN2 splice enh	ALDH1A1 block	RGS12 GoLoco inh	TRb-SRC2 inh	TR SRC2 fluor cs
COc1ccc(C2NCCn3cccc32)cc1 (configuration not stated)	-6.1%	4.9%	u	-14.3%	u	66.4%[activator]	-1.0%	-3.0%
CN(CCC#N)C(=O)COC(=O)c1c2c(nc3ccccc13)/C(=C/c1ccco1)CC2	u	15.8µM*	25.1µM*	22.4µM*	u	30.2%[activator]	8.1%	u
CN(C[C@@H](CC1CCCCC1)N(C[C@H](Cc1ccccc1)N(CCc1ccccc1)N=O)N=O)N=O	x	i	-1.9%	x	-1.3%	5.4%	-0.6%	-2.7%
CCCCc1ccc(C2C3=C(CC(C)(C)CC3=O)NC3=C2C(=O)c2ccccc23)cc1 (configuration not stated)	u	1.4%	-2.6%	-42.9%[inhibitor]	-1.6%	27.2%	1.4%	-3.6%
COc1cc(C(=O)N=c2sc3c(C)ccc(OC)c3n2C)cc(OC)c1OC	x	-9.1%	u	x	x	14.3%	1.5%	-2.3%
Cc1c(N2C(=O)C(C)SC23C(=O)Nc2ccccc23)c(=O)n(-c2ccccc2)n1C (configuration not stated)	4.6%	-13.7%	1.9%	14.4%	13.1%	-1.7%	-18.8%	2.3%
Cn1c(N)c(C#N)c(C#N)c1-c1ccccc1	u	10.8%	5.9%	-3.3%	u	-17.9%	-2.6%	-2.5%
Cc1ccc(OCC(=O)N(Cc2ccccc2)c2ccccn2)cc1	3.1%[46 µM]	i	-1.1%	-25.5%	6.2%	7.9%	-0.5%	-0.7%
O=C(CNC(=O)c1ccccc1)NCC(=O)OCc1ccccc1Cl	x	17.1%	-8.4%	5.0%	-31.4%	-2.9%	7.2%	0.4%
COc1cccc2cc(C(=O)N(Cc3ccccc3)CC3CCCO3)c(=O)oc12 (configuration not stated)	-8.1%	i	-3.2%	1.4%	-13.1%	2.9%	-2.4%	-6.5%
O=C(CSc1n[nH]c(=O)[nH]c1=O)NCC1CCCCC1	x	-2.1%	2.4%	x	x	-1.4%	0.4%	-4.8%
Clc1ccccc1C1CC(c2ccccc2)=Nc2ccccc2N1 (configuration not stated)	x	-20.0%	-1.6%	x	x	10.8%	4.3%	0.4%
CCCC(C)C(=O)Nc1ccc(NC(C)=O)cc1 (configuration not stated)	12.8%	-2.1%	-5.4%	19.4%	5.1%	5.5%	-17.9%	1.8%
CCCCCCCCCC(=O)OCC(O)CO (configuration not stated)	5.3%	-13.2%	u	-14.9%	-3.8%	13.0%	-0.5%	-1.1%
Cc1nc([N+](=O)[O-])cn1CC(O)c1ccc(-c2ccccc2)cc1 (configuration not stated)	x	-2.5%	0.2%	x	x	-7.3%	0.7%	-1.5%
CCn1c(N)c(C(=O)NC2CCCCC2)sc1=S	-3.5%	-2.6%	-3.0%	-0.8%	-6.5%	0.3%	-9.1%	-2.7%
Cc1ccccc1NC(=O)CCCSc1nc2ccccc2s1	u	i	-9.8%	0.9%	u	-3.8%	-5.6%	-1.8%
Cc1nnc(NC(=O)c2ccco2)s1	-5.7%	-3.2%	13.0%	5.6%	12.8%	-6.8%	5.1%	-0.7%
CC(C)c1ccc(NC(=O)COc2ccccn2)cc1	12.9%[46 µM]	-8.5%	5.5%	u	4.4%	5.9%	6.9%	-2.9%
CC(C)NCC1CCc2cc(CO)c([N+](=O)[O-])cc2N1 (configuration not stated)	x	6.8%	15.0%	x	4.1%	0.6%	2.7%	0.5%
C=CCSc1nnc(CNC(=O)c2ccc(Cl)cc2)n1CC	u	-1.5%	11.6%	-16.9%	5.5%	4.2%	-0.3%	-2.8%
COc1cc(Cl)c(C)cc1NC(=O)CCCN1C(=O)CCC1=O	-1.0%	-7.6%	0.8%	-14.7%	-3.6%	-7.0%	-0.6%	0.4%
COC(=O)Cc1ccc(NC(=S)N2CCN(c3ccc(OC)cc3)CC2)cc1	u	-0.8%	-1.8%	-46.1%[inhibitor]	4.0%	14.5%	1.7%	9.1%
COc1ccc(C(=O)C[n+]2ccccc2C)cc1	-1.7%	4.8%	-3.5%	x	-5.6%	24.6%	-6.1%	-1.9%
CCCNC(=S)N1CCC(NC(=O)C2CCCCC2)CC1	-3.6%	2.0%	1.0%	-3.1%	25.0%	4.9%	-10.7%	-3.9%
(next part)
SMILES	LMNA splice mod	RECQ1 inh	KDM4E inh	SMN2 splice enh	ALDH1A1 block	RGS12 GoLoco inh	TRb-SRC2 inh	TR SRC2 fluor cs
O=c1[nH]nc(SCc2nnc(-c3cccc(Cl)c3)o2)n1C1CCCCC1	x	-3.5%	12.5%	x	x	-4.6%	10.9%	4.5%
Oc1ccccc1/C=N/Nc1nccnc1Cl	u	-14.0%	25.1µM*	-86.3%[inhibitor]	3.2%	23.2%	-1.4%	-5.5%
O=C(NCc1ccc(Cl)cc1)c1ccc(CSc2nc3ccncc3[nH]2)cc1	x	-1.6%	3.2%	x	x	2.0%	-0.8%	3.0%
COc1cc(CN2CCNC(=O)C2CC(=O)N2CCCCO2)cc(OC)c1 (configuration not stated)	x	-0.2%	-3.1%	x	3.6%	2.8%	8.0%	2.9%
O=C(Nc1cccc(Cl)c1)N1CCN(Cc2ccccc2)CC1	-4.2%	-2.7%	u	10µM*	3.6%	6.6%	-4.0%	-0.2%
CCn1cc(-c2ccnc3cc(C(=O)O)nn23)c(C)n1	u	-5.7%	u	0.3%	u	4.7%	3.8%	-0.3%
c1cncc(-c2nc3cc(Cc4ccc5oc(-c6cccnc6)nc5c4)ccc3o2)c1	2.5%	i	5.7%	-8.9%	13.2%	7.3%	0.2%	1.0%
CCC1Oc2ccccc2N(CC(=O)NCCc2ccc(OC)c(OC)c2)C1=O (configuration not stated)	-11.2%[46 µM]	-8.0%	2.6%	-0.1%	-2.8%	4.4%	-0.2%&-16.5%	-3.6%&2.9%
CCOC(=O)CCCNc1ccc([N+](=O)[O-])cc1[N+](=O)[O-]	-3.6%	-8.1%	u	8.3%	-15.1%	-6.8%	-8.3%	-0.2%
Cc1ccccc1C(=O)N1CCN(c2ccc([N+](=O)[O-])c(NCc3ccco3)c2)CC1	0.1%	i	0.6%	-16.0%	u	-0.8%	-3.0%	-6.0%
Cc1c(C=O)n(C)n(-c2ccccc2)c1=O	x	-7.5%	-2.7%	22.8%	-2.0%	2.2%	-1.9%	-1.7%
O=C(NNC(=O)C1C2CCC(C2)C1C(=O)O)c1cccc(Cl)c1 (configuration not stated)	-3.3%[9.22 µM]	23.1%	-9.0%	2.6%	u	1.8%	-6.2%	1.2%
Cc1ccc(C(=O)c2coc3ccc(O)c(Cl)c23)cc1	-0.3%	-8.1%	-1.5%	-0.6%	13.4%	0.6%	2.5%	-5.4%
CC1CN(C(=O)COc2ncnc3ccccc23)CC(C)O1 (configuration not stated)	20.5%	-6.6%	-2.9%	5.7%	9.1%	8.4%	0.2%	-0.6%
COc1cccc(-c2nc(-c3ccc(NC(=O)c4ccncc4)cc3)no2)c1	-7.7%	-1.2%	4.4%	-67.2%[inhibitor]	11.7%	5.5%	5.8%	3.2%
CC(C)n1c(-c2ccco2)csc1=Nc1cccnc1	u	i	4.0%	-38.4%[inhibitor]	-7.5%	7.3%	6.0%	0.4%
Cc1nccn1CC(O)COC1CCCCC1 (configuration not stated)	-2.1%	-1.1%	u	x	-12.9%	2.9%	-8.7%	5.3%
CC(=O)c1cc2c(cc1NS(=O)(=O)c1ccc3c(c1)OCCO3)OCO2	u	-9.4%	1.9%	-20.4%	u	3.2%	-12.5%	-0.5%
COc1cc(OC)cc(C(=O)NCc2cccnc2)c1	7.1%	0.0%	3.1%	-0.4%	8.4%	-2.6%	3.7%	-0.7%
CC(C)CCN1CCN(Cc2ccc(C#CC(C)(C)O)s2)CC1CCO (configuration not stated)	13.2%[46 µM]	i	2.8%	x	24.2%	-2.3%	-1.6%	0.9%
N#C/C(=C(\O)Cc1ccccc1)c1nc2ccccc2[nH]1	13.4%	-8.2%	u	-24.5%	-3.2%	5.8%	-3.7%	-3.6%
Cc1ccc(S(=O)(=O)NCc2ccncc2)cc1	u	-9.3%	5.3%	-75.0%[inhibitor]	-1.8%	5.7%	-1.4%	1.0%
Cc1c(C)n(C)c2ccc(C(=O)Nc3cccc4ccccc34)cc12	-0.8%	-5.1%	u	19.8%	u	6.4%	2.4%	-3.7%
CC(=O)C(/C=N/c1cc(-c2ccc(C)cc2)nn1-c1ccccc1)=C(\C)O	-4.5%	5.5%	-7.1%	u	-9.0%	-1.3%	-5.3%	-2.5%
N#CC(=C=[N-])c1nc2ccccc2nc1-[n+]1cccc(NC(=O)c2cccs2)c1	x	2.7%	2.7%	x	-1.6%	23.6%	-8.6%	2.2%
[C-]#[N+]/C(C#N)=C\c1cc(C(C)(C)C)c(O)c(C(C)(C)C)c1	x	-2.4%	29.3%	-66.4%[inhibitor]	-10.6%	2.2%	-2.6%	-2.7%

Random excerpt: two entries already listed.
SMILES	LMNA splice mod	RECQ1 inh	KDM4E inh	SMN2 splice enh	ALDH1A1 block	RGS12 GoLoco inh	TRb-SRC2 inh	TR SRC2 fluor cs
CC(C)CCN1CCN(Cc2ccc(C#CC(C)(C)O)s2)CC1CCO (configuration not stated)	13.2%[46 µM]	i	2.8%	x	24.2%	-2.3%	-1.6%	0.9%
CCOC(=O)CCCNc1ccc([N+](=O)[O-])cc1[N+](=O)[O-]	-3.6%	-8.1%	u	8.3%	-15.1%	-6.8%	-8.3%	-0.2%

Assay outcomes as filed in PubChem.
